High-throughput results (PubChem)
Coupling enz: coupling enzyme interference in Giardia aldolase counter-screen; activity change, negative = inhibition, % at 58.2 µM, hits read low; coupling enzyme system counterscreen, AmpLite Red fluorescence; 290,000 tested, 0.67% active; in the data active = activity change below about -30%; also: % is scaled to controls: 0 for no effect and ±100 for the full control effect
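Counterscreen of the coupled detection system alone, without aldolase: glyceraldehyde-3-phosphate coupling enzymes plus AmpLite Red readout. Compounds at 57.5 uM final, 10 min RT preincubation, 20 min RT reaction, fluorescence 525/598 nm.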
Giardia killer: Giardia lamblia killing | Giardia lamblia trophozoite viability | activity change, % at 7.66 µM, hits read low | 340,000 tested, 0.15% active; in the data active = activity change below about -80%; inconclusive = between about -30% and that limit;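 also: parasites exposed to compound for two days anaerobically before the ATP read; % is scaled to controls: 0 for no effect and ±100 for the full control effect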
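Giardia lamblia trophozoites (100 cells/well) were incubated with compounds for 48 h at 37 deg C under anaerobic conditions. Viability was read as ATP content by one-step luminescence after 15-30 min at room temperature.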
Tb PFK block: T. brucei PFK enzyme inhibition; T. brucei PFK, ADP-Glo luminescence; O15648; Potency, µM (highest dose often 57.5 µM), for the others: at the highest dose activity, negative = inhibition, most hits filed as inhibitors; 330,000 tested, 0.17% active; AID 485367;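 also: potency is read from the fitted curve at half-maximal effect; 0% = uninhibited 1x PFK enzyme wells and -100% = no-enzyme wells; nearly all actives have a fitted effect of over 60% in size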
Target sequence (O15648 whole entry, looked up): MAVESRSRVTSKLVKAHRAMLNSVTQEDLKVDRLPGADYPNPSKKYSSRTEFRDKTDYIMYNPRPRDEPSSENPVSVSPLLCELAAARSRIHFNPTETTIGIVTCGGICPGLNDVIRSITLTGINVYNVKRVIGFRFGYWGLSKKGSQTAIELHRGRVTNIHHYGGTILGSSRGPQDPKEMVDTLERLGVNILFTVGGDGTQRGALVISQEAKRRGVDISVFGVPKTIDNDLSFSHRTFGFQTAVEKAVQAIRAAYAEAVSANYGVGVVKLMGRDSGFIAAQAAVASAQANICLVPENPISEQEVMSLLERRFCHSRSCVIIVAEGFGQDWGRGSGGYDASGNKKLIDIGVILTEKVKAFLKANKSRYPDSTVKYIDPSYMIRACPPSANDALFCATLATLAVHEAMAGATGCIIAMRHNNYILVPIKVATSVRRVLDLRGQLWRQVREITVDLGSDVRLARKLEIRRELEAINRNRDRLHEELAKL
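Activity is normalized to no-enzyme wells (full inhibition) and 1.25 nM enzyme wells (no inhibition). Reaction: 0.5 mM F6P, 0.1 mM ATP, 45 min RT, ADP-Glo luminescence; concentration-response curves fitted and classed by quality.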
NPC1 prom act: NPC1 promoter activation. Huh7 NPC1 promoter luciferase reporter, 24 h. Potency, µM (doses to about 9.22 µM), for inactives: at the top dose activation, most hits filed as activators. 320,000 tested, 2.4% active;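 also: potency is read from the fitted curve at half-maximal effect; % of control where 0% means no effect; nearly all actives have a fitted effect of over 60% in size; reporter is driven by a mutant NPC1 promoter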
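Huh7 reporter cells (NPC1 promoter driving luciferase) are dosed with compound for 24 h at 37 °C, 5% CO2; luciferase detection reagent is then added and luminescence measured after 10 min at ambient temperature.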
FLuc modulator: firefly luciferase modulation, counter-screen for miR-21 project; P08659; purified FLuc, Km substrates, luminescence inhibition; Potency, µM (doses to about 57.5 µM), for the others: top-dose activity change, negative = inhibition, actives largely listed as inhibitors; 360,000 tested, 6.9% active; AID 588342;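 also: potency is read from the fitted curve at half-maximal effect; plate controls were vehicle for no effect and reference inhibitor for full effect; nearly all actives have a fitted effect of over 55% in size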
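Purified P. pyralis luciferase (10nM final) with 10uM D-luciferin and 10uM ATP (Km levels) in 50mM Tris acetate pH 7.5, 10mM Mg acetate, 0.01% Tween-20, 0.05% BSA; qHTS 6-point titration, ~60 µM downward; luminescence read.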
uPA generation: blocks generation of uPA at the cell surface | cell surface uPA generation assay, qHTS | Potency, µM (titrated, usually from 38.3 µM), inactives show at the top dose activity change, negative = inhibition, hits mostly inhibitors | 330,000 tested, 0.31% active; active = well fitted inhibition curve with a large enough effect; inconclusive = small, poorly fitted or top-dose-only effect; inactive = no such curve, though single readings can be large or run the other way; tested in mouse RAW 264.7 cells; also: potency is read from the fitted curve at half-maximal effect; % is scaled to controls: 0 for no effect and ±100 for the full control effect; nearly all actives have a fitted effect of over 55% in size
KCNH2 3.1 block: blocks the human KCNH2 3.1 channel isoform; U2OS KCNH2 3.1, thallium flux FluxOr; stronger effect = lower value; activity change, % (tested at about 1.8 µM); 340,000 tested, 0.95% active;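 active = maximum activity change below -70%; inconclusive = maximum activity change from -70% to -50%; inactive = maximum activity change above -50%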;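 also: thallium influx rate constant from kinetic fluorescence after stimulation buffer; % is scaled to controls: 0 for no effect and ±100 for the full control effect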
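Measured as rate of thallium-driven FluxOr signal in transduced U2OS cells carrying the 3.1 channel, read kinetically for 2 min upon stimulation; values are rate constants scaled to DMSO control wells.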
VP16 counter: Gal4-VP16 reporter inhibition counter-screen; Drosophila S2 Gal4-VP16 UAS-luciferase, luminescence, 20 h; Potency, µM (titrated, usually from 53.6 µM), for inactives: at the top dose activity, negative = inhibition, actives largely listed as inhibitors; 310,000 tested, 3.5% active; AID 2546;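 also: Gal4-VP16 expression switched on by copper sulfate through the metallothionein promoter; potency is read from the fitted curve at half-maximal effect; % is scaled to controls: 0 for no effect and ±100 for the full control effect; nearly all actives have a fitted effect of over 50% in size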
Rab9 promoter act: activators of Rab9 promoter | Huh7 Rab9 promoter-luciferase reporter, luminescence, 24 h | Potency, µM (series often up to 9.22 µM), without a hit: top-dose activation, negative = inhibition, usual class: activators | 320,000 tested, 2.8% active; also: potency is read from the fitted curve at half-maximal effect; % of control where 0% means no effect; nearly all actives have a fitted effect of over 60% in size
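Huh7 cells stably carrying a Rab9 promoter-luciferase reporter, 1500 cells per well in OP-MEM I with 10% FBS, treated with compound 24 hours at 37C. Luciferase activity read by luminescence after 10 minutes with Amplite reagent.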
RORgamma inh: inhibitors of mouse ROR gamma transcriptional activity; P51450; Drosophila S2 Gal4-RORgamma UAS-luciferase reporter, 20 h; Potency, µM (series often up to 53.6 µM), without a hit: at the top dose activity change, negative = inhibition, actives largely listed as inhibitors; 310,000 tested, 5.4% active; AID 2551; also: potency is read from the fitted curve at half-maximal effect; % is scaled to controls: 0 for no effect and ±100 for the full control effect; nearly all actives have a fitted effect of over 60% in size
Target sequence (P51450 whole entry, looked up, the tested form may be a part): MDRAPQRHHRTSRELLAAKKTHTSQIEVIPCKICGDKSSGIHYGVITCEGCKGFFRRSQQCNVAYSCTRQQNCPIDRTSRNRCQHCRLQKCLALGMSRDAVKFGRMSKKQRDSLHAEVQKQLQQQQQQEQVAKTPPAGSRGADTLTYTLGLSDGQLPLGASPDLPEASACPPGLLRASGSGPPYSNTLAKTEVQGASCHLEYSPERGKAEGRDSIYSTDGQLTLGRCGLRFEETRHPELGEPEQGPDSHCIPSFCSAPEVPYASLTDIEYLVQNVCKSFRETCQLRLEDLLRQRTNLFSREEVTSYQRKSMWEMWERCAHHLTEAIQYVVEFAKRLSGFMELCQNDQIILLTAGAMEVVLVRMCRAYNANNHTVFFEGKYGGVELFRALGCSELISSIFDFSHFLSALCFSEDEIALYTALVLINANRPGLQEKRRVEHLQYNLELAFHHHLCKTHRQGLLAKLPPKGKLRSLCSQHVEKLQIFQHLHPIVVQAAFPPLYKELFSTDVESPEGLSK
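A Gal4/UAS one-hybrid system in insect cells: metallothionein-promoter Gal4–ROR gamma fusion plus Photinus luciferase reporter. Copper sulfate 700 uM final, 20 hr ambient incubation, luminescent detection after 10 min with reagent.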
ELG1 genotoxic: genotoxicity induction in ELG1-luciferase HEK293T cells; HEK293T ELG1-luciferase reporter, luminescence, 16 h; Potency, µM (top dose mostly 46 µM), for inactives: at the top dose activity change, positive = activation, usual class: activators; 330,000 tested, 1.3% active; AID 504466; also: potency is read from the fitted curve at half-maximal effect; % of control where 0% means no effect; nearly all actives have a fitted effect of over 60% in size
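16 hr compound incubation (37 °C, 5% CO2) of HEK293T cells carrying luciferase-tagged ELG1; luciferase then measured by ONE-Glo luminescence after 30 min at RT.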
Numbers without * were called inactive; ? = inconclusive; . = no result given; [ ] = another dose, or the depositor's remark. Unless noted, calls follow the shape of the dose curve; as a rule, active = well fitted curve in the direction sought with a large enough effect; inconclusive = small, poorly fitted or top-dose-only effect, or another doubt; inactive = no such curve, though single readings can be large; an effect the other way counts as inactive or inconclusive.

SMILES	Coupling enz	Giardia killer	Tb PFK block	NPC1 prom act	FLuc modulator	uPA generation	KCNH2 3.1 block	VP16 counter	Rab9 promoter act	RORgamma inh	ELG1 genotoxic
CC(C)(C)NC(=O)CN(C(=O)CNC(=O)c1cccs1)c1ccc2c(c1)OCCO2	-4	4	-1%	0%	1%	5%	1	15%	-5%	?	-1%
O=C1Nc2c(c(=O)[nH]c(=O)n2-c2ccc(F)cc2)C1(NS(=O)(=O)c1ccccc1)C(F)(F)F (stereo not given)	1	-1	-4%	17%	0%	2%	-14	3%	-2%	-5%	1%
O=C1CC(N2CCN(S(=O)(=O)c3ccccc3)CC2)C(=O)N1c1ccccc1 (stereo not given)	2	-16	-18%	-2%	-2%	7%	1	-4%	-5%	?	0%
S=C1NC2(CCCCC2)Cc2ccccc21	3	8	0%	-4%	1%	-4%	1	?	0%	1.1µM*	-8%
CN(C)S(=O)(=O)c1ccc(NC(=O)CSc2ncnc3ccccc23)cc1	3	7	3%	-9%	3%	-12%	-4	0%	8%	-1%	0%
Cc1cccc(NC(=O)c2ccc(OCc3c(C)noc3C)cc2)c1C	.	2	5%	.	.	-4%	-38	.	.	.	1%
O=C(Oc1cccnc1)c1ccc([N+](=O)[O-])cc1	1	-10	-14%	1%	-2%	0%	4	5%	-3%	-11%	0%
Cc1c(NC(=S)N/N=C/C=C/c2ccc([N+](=O)[O-])cc2)c(=O)n(-c2ccccc2)n1C	0	9	-4%	0%	-5%	-3%	-2	11µM*	-4%	3.2µM*	-8%
C/C(N)=C(/C#N)C(=O)CSc1nnc(-c2ccccc2)n1C	0	-4	4%	17%	-18%	-2%	-6	2%	4%	22%	6%
CCOc1ccc(NC(=S)Nc2ccc3nsnc3c2)cc1	-28	-26	4%	2%	?	1%	11	?	1%	-91%	0%
CN(c1cccc(Cl)c1)S(=O)(=O)c1cccc(C(=O)NCc2ccncc2)c1	.	-16	-6%	0%	1%	-3%	2	.	-6%	.	0%
O=C1CCCN1CCCNC(=S)Nc1ccc(Nc2ccccc2)cc1	8	15	-3%	1%	-4%	2%	0	?	-4%	12%	-12%
Cc1cccc(NS(=O)(=O)c2ccc(-c3cnc(C4CC4)o3)cc2)c1C	.	?	0%	-16%	-1%	-84%	7	-29%	-24%	7%	11%
Cc1ccc(NC(=S)N2CCOCC2)cc1	2	-6	0%	-1%	?	-1%	24	2%	2%	-28%	0%
COc1ccccc1NC(=O)CCCCCN1C(=O)c2cccc([N+](=O)[O-])c2C1=O	2	-20	0%	1%	1%	8%	5	2%	0%	-1%	0%
CC(c1ccon1)N(C)C(=O)CCc1nnc(C2(c3ccc(Cl)cc3)CCC2)o1 (stereo not given)	1	-9	-2%	-6%	?	-11%	-13	-7%	28%	20%	7%
Cc1cnc(C(=O)Nc2ccc(C(=O)N(C)C3CCCCC3)cc2)cn1	3	.	-2%	0%	1%	.	.	-5%	6%	8%	1%
CC(C)Sc1nc2sc3c(c2c2nnc(SCC(=O)NCc4ccco4)n12)CCCC3	-2	3	-1%	0%	2%	5%	-3	-6%	1%	40%	-4%
CCCCOCCCNC(=O)N[C@H](C(=O)OC)C(C)CC (stereo not given in full)	-1	-6	1%	-1%	-2%	7%	3	0%	2%	-1%	0%
CS(=O)(=O)c1ccc(Cl)c(NC(=O)c2ccc3ccccc3c2)c1	0	-8	0%	-4%	-1%	-1%	11	0%	-5%	37%	-3%
COc1ccc(-c2cc(-c3c(O)c(OC)c4occc4c3OC)[nH]n2)cc1OC	0	14	3%	3%	17µM*	-2%	3	8.9µM*	11%	7.9µM*	-5%
COc1ccc(C(=O)N/N=C/c2ccccn2)cc1OC	-1	9	0%	-1%	-6%	-4%	6	?	9%	?	-1%
COc1cccc2cc3c(=O)n(-c4ccccc4)nc-3oc12	1	-12	19%	1%	?	1%	-3	4%	-5%	13%	7%
CC1CCCCC1NCC(=O)NCc1ccc(F)cc1 (stereo not given)	1	10	-7%	-3%	3%	-3%	-3	-4%	0%	15%	-1%
CCN(c1ccccc1)S(=O)(=O)c1ccc(Cl)c(NC(=O)CSc2nncn2C)c1	2	5	-4%	-3%	-5%	1%	-2	-5%	0%	25%	1%
CCOc1ccc(Oc2nc(C)cc(OC)n2)nn1	3	-15	-7%	-2%	-2%	6%	4	6%	-7%	-40%	0%
O=C(O)c1ccc(N/N=C/c2ccc3nccnc3c2)cc1	-1	-18	-2%	-32%[inhibitor]	0.38µM*	?	-5	0.32µM*	-38%[inhibitor]	0.1µM*	?
O=c1cc(-c2ccc(Cl)cc2)[nH][nH]1	0	3	-16%	1%	-16%	.	-6	5%	-1%	?	-4%
O=C(NC1=NCCS1)c1ccc(F)c(S(=O)(=O)N2CCOCC2)c1	.	-16	0%	.	.	14%	7	.	.	.	0%
CN1CCN(c2ccc(C(=O)NC3CCCCC3)cc2[N+](=O)[O-])CC1	-1	-19	3%	-1%	3%	-8%	1	-3%	18%	13%	8%
COCCCn1c(=O)c2sccc2n2c(CCCC(=O)NCc3ccccc3)nnc12	1	7	2%	-3%	1%	-1%	-7	0%	0%	-12%	-1%
COc1cccc(NC(=O)CN2C(=O)NC(CCc3ccccc3)C2=O)c1 (stereo not given)	.	?	-1%	-2%	-2%	-10%	-3	.	-3%	.	1%
O=C1c2cccc(OCc3ccc(F)cc3)c2CCN1Cc1ccccc1	-24	5	-1%	-10%	-4%	0%	-18	?	-16%	?	-1%
O=C(COC(=O)c1cccc(O)c1)NCc1ccc2c(c1)OCO2	1	-6	1%	-4%	-2%	2%	-2	-2%	-8%	23%	-4%
CC(C)Cc1nc2n[nH]c(N)c2c2c1CCC2	-4	1	-4%	0%	1%	-6%	-10	-3%	13%	11%	1%
Cc1ccc(S(=O)(=O)c2nc(S(C)(=O)=O)sc2N2CCC(C)CC2)cc1	.	7	-7%	-2%	1%	?	9	?	-7%	-5%	-4%
COCO/C=C(\NC(C)=O)c1ccccc1	.	-21	-7%	-2%	-13%	9%	-2	.	1%	.	7%
CC1CC(C)CN(C(=O)CN2C(=O)NC3(CCCCCCC3)C2=O)C1 (stereo not given)	.	29	-8%	-5%	6%	-2%	7	.	-6%	.	-1%
COc1ccc(Cl)cc1C(=O)NCc1cn(C)nc1C	1	-1	0%	2%	5%	-5%	-46	-7%	-6%	2%	0%
CCCN1C(=O)/C(=C/c2ccco2)SC1=Nc1ccc(OC)cc1	2	-15	2%	0%	-3%	-3%	-1	-14%	1%	-1%	2%
CC(=O)N(C(C)=O)n1c(C)nc2sc3c(c2c1=O)CCCC3	0	1	5%	-7%	-3%	-19%	8	3%	-17%	23%	0%
O=C1OC(c2ccccc2)/C(=C(/O)c2ccc(Cl)cc2)C1=O (stereo not given)	0	-14	3%	-4%	11%	5%	0	5%	5%	0%	13%
CCN1CCN(CCCNC(=O)C(NC(=O)C2CCC(C)CC2)C(C)C)CC1 (stereo not given)	-1	.	-2%	2%	2%	.	.	-5%	3%	-14%	3%
COc1ccc(NC(=O)CN2CCCN(S(=O)(=O)c3ccc(F)cc3)CC2)c(OC)c1	-3	5	2%	-7%	-4%	-5%	7	-3%	-10%	22%	-4%
Cc1ccc(N(CC(O)CN2CCCCC2)S(=O)(=O)c2ccccc2)cc1 (stereo not given)	3	-19	2%	-3%	0%	-8%	?	-11%	0%	-6%	-2%[9.26 µM]
CC(O)C(NS(=O)(=O)c1ccc(Cl)cc1)C(=O)OCc1cc([N+](=O)[O-])cc2c1OCOC2 (stereo not given)	5	-5	0%	-6%	1%	-6%	-7	3%[10 µM]	-6%	1%	-11%
Cc1cccc(C)c1NC(=O)CNC(=O)C(C)N(C)CC(=O)Nc1ccc(F)cc1 (stereo not given)	.	-10	-4%	1%	-1%	23%	-9	.	-6%	.	2%
O=C(CN1C(=O)C2C3CC(C(Br)C3Br)C2C1=O)Nc1ccc(C(=O)O)cc1 (stereo not given)	2	15	-3%	1%	-3%	-4%	-12	?	-4%	-4%	-1%
O=C(COC(=O)c1cc2ccccc2cc1O)Nc1cccnc1Cl	1	19	3%	-2%	2%	-3%	1	-20%	0%	2%	7%
O=C(CCN1C(=O)/C(=C\c2cccs2)SC1=S)Nc1nccs1	0	8	0%	-2%	1%	-1%	.	9%	-4%	-9%	-4%
